MIN6 prolif: inducers of MIN6 beta-cell proliferation, primary screen, ATP luminescence, uHTS | MIN6 cells proliferation, ATPlite luminescence, 48 h; cells starved in 0.2% serum; 100% = growth in 10% serum | proliferation, % at 10 µM | 0.29% of 330,000 active | AID 2380, 2010;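 active = compounds whose signal lies at least 3.5 SD above the mean of all wells on their plate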;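 note: 0% = DMSO-treated cells in low-serum medium and 100% = 10% serum control; some compounds called inactive have numbers as strong as hits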
mIAP activ: activators of mouse IAP, primary screen, biochemical, luminescence, uHTS; muIAP, CDP-Star luminescence, 30 min; active compounds read high; 1 = vehicle-only enzyme signal, 0 = enzyme-free wells; 0.24% of 330,000 active; activation factor at 10 µM; intestinal alkaline phosphatase [Mus musculus];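 active = activation factor of at least 2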; note: the source names both 10 and 20 µM as test concentration; values of inactives mirror those of a sister screen read the other way
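System: mouse IAP enzyme. Reagent: CDP-Star chemiluminescent phosphatase substrate. Benchmarks: DMSO wells, no-enzyme wells. Times: 30 min enzyme-substrate-compound incubation at room temperature. Detection: luminescence from enzymatic CDP-Star hydrolysis. Doses: test compounds delivered from DMSO solution.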
mIAP inh: inhibitors of mouse IAP, primary screen, biochemical, luminescence, uHTS. purified mouse IAP, CDP-Star luminescence, 30 min. AID 2806, 2010. intestinal alkaline phosphatase [Mus musculus]. inhibition, % at 10 µM. 0.2% of 330,000 active;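 active = inhibition of at least 40% at 10 µM in the primary screen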;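 note: plate controls were DMSO with enzyme for no effect and no enzyme wells for full effect; values of inactives mirror those of a sister screen read the other way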
NALP3 yeast inh: NALP3 inflammasome inhibitors in reconstituted yeast, primary screen, luminescence, uHTS | Yeast reconstituted NLRP3/ASC/caspase-1, beta-gal luminescence, 24 h | inhibition, % at 10 µM | 0.39% of 330,000 active;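 active = inhibition of 50% or more; inactive = inhibition below 50%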;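 note: plate controls were induced DMSO wells for no effect and uninduced yeast grown without galactose for full effect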
A3G deaminase: APOBEC3G DNA deaminase inhibitors, primary screen, biochemical, fluorescence, single-stranded DNA substrate, uHTS; DNA dC->dU-editing enzyme APOBEC-3G (Homo sapiens), Q9HC16; recombinant A3G, ssDNA deamination FAM/TAMRA fluorescence; inhibition, % at 20 µM; 0.28% of 330,000 active;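 active = inhibition of at least 40% at 20 µM, with no more than 30% in the related APOBEC3A deaminase screen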;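 note: plate controls were DMSO wells with A3G for no effect and wells lacking A3G enzyme for full effect; some compounds called inactive have numbers as strong as hits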
Target sequence (Q9HC16 whole entry, looked up): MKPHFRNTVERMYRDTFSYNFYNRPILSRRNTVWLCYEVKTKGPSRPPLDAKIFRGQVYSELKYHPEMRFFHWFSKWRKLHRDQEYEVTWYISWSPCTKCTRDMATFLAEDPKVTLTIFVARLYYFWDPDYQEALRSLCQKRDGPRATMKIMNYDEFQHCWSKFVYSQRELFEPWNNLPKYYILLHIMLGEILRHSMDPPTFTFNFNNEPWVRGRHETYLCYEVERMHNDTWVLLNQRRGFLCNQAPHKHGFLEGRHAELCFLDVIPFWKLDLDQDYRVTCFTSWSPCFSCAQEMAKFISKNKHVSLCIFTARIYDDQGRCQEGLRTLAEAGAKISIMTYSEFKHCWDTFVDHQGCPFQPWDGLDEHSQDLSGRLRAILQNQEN
tim10-1 inh: growth inhibitors of tim10-1 mutant yeast, primary screen, luminescence, uHTS; S. cerevisiae tim10-1 ts strain growth, BacTiter-Glo, 24 h; inhibition, % at 20 µM; 2.2% of 330,000 active; AID 463190, 2010;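 active = inhibition of at least 40%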;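 note: mutant grown at 25 °C; 0% = DMSO wells with yeast and 100% = wells holding no yeast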
APOBEC3A inh: APOBEC3A ssDNA deaminase inhibitors, primary screen, selectivity assay for APOBEC3G inhibitor project, biochemical, FAM/TAMRA oligo cleavage fluorescence; DNA dC->dU-editing enzyme APOBEC-3A (Homo sapiens), P31941; recombinant A3A, FAM/TAMRA ssDNA deamination fluorescence; inhibition, % at 20 µM; 0.41% of 330,000 active;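 active = at least 40% inhibition at 20 µM here, with at most 30% in a related deaminase screen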;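 note: plate controls were A3A with DMSO for no effect and wells lacking A3A enzyme for full effect; some results filed as inactive read as strong as hits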
Target sequence (P31941 whole entry, looked up): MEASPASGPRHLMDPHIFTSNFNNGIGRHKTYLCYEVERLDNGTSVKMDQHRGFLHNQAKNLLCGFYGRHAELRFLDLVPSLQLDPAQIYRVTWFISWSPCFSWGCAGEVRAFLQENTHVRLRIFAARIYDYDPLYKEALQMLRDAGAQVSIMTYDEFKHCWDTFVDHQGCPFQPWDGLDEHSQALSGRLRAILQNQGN
TIM10 inh: growth inhibitors of isogenic TIM10 control yeast, primary screen, counter-screen for tim10-1 yeast inhibitor project, luminescence, uHTS; 1.4% of 330,000 active; S. cerevisiae TIM10 strain growth, BacTiter-Glo luminescence, 24 h; inhibition, % at 10 µM;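 active = inhibition of 40% or more at the single tested concentration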;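 note: wild-type TIM10 isogenic control strain grown at permissive 25 °C; 0% = DMSO yeast wells and 100% = minimal medium wells without yeast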
hIAP inh: human IAP inhibitors, primary screen, biochemical, luminescence, uHTS | Intestinal-type alkaline phosphatase (Homo sapiens), P09923 | purified IAP, CDP-Star luminescence, 30 min | inhibition, % at 10 µM | 0.12% of 330,000 active;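 active = inhibition reaching a set limit with compound at 10 µM in the primary screen, cut at about 35% in these data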;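 note: plate controls were DMSO wells with enzyme for no effect and no-enzyme buffer wells for full effect; values of inactives mirror those of a sister screen read the other way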
Target sequence (P09923 whole entry, looked up): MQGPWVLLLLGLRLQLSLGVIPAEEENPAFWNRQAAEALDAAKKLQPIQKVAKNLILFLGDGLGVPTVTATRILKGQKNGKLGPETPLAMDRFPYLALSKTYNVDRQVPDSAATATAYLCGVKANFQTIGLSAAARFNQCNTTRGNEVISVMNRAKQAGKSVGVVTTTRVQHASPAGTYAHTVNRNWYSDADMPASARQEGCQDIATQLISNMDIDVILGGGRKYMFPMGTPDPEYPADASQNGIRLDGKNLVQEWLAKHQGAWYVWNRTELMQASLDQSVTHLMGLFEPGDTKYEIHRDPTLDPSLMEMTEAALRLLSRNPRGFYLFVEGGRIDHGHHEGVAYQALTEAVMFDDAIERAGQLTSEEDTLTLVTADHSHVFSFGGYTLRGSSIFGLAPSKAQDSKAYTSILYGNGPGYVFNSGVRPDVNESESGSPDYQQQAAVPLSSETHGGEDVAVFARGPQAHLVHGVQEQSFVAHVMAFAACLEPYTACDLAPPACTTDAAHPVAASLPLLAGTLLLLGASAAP
The depositor's hits bear a star.

SMILES	MIN6 prolif	mIAP activ	mIAP inh	NALP3 yeast inh	A3G deaminase	tim10-1 inh	APOBEC3A inh	TIM10 inh	hIAP inh
O=C(Nc1ccccc1N1CCOCC1)c1cc(-c2ccncc2)nc2ccccc12	2	0.99	1	16	-2	35	2	19	-4
CCOC(=O)c1sc(NC(=O)CSc2nccc(C)n2)nc1C	-2	0.95	5	-8	-6	17	-2	6	-83
O=C(COC(=O)/C=C/c1nc2ccccc2s1)Nc1cccc(Cl)c1Cl	0	0.95	5	21	0	20	3	-1	-12
Cc1cccc(N2CCN(C(=O)Cc3ccccc3[N+](=O)[O-])CC2)c1C	-1	0.9	10	8	3	34	-8	6	-6
CNC(=O)c1ccsc1NC(=O)CCS(=O)(=O)c1ccccc1	-4	1.1	-9	-9	-8	11	1	-9	-4
COC(=O)c1ccc(OC(=O)c2ccc(OC)c(OC)c2)c(OC)c1	0	0.98	2	10	-4	18	-4	8	-21
Cc1ccc(NC(=O)C(CC(C)C)NC(N)=O)cc1Cl (stereo not drawn)	0	1.2	-17	-3	-3	6	0	-1	-4
Cc1c(OCC(F)(F)F)ccnc1CS(=O)c1nc2ccccc2[nH]1 (stereo not drawn)	5	0.99	1	15	14	1	-4	2	-5
CC(=O)c1c(C)[nH]c(C(=O)Nc2cc(C)ccc2C)c1C	-3	0.9	10	8	-5	13	-2	8	5
COC(=O)[C@@H]1C[C@@]2(O)[C@H](O)[C@H](O)[C@H](O)C[C@H]2N1Cc1ccc(-c2ccccc2)cc1	-2	1	-4	13	-7	-3	-2	-6	2
c1ccc2oc(CCc3nc4ccccc4o3)nc2c1	-2	1	-2	18	0	3	-2	6	-6
O=C(Nc1ccc2c(c1)OCO2)C1CCN(C(=O)CSc2ncnc3ccccc23)CC1	-3	0.9	10	10	-6	22	4	5	-44
Cc1cccc(N2CC(C(=O)NCC3COc4ccccc4O3)CC2=O)c1C (stereo not drawn)	1	1	0	20	-5	12	3	-3	8
Cc1ccccc1-c1cc2c(nn1)-c1ccccc1C2=O	-4	1	-2	61*	-7	28	-9	44*	-23
CC1CCCN(C(=O)c2ccc3c(c2)OCCO3)C1 (stereo not drawn)	-3	1	0	16	-7	10	-3	5	8
O=C1CCC(=O)N1c1ccc(-c2nc3sc4c(c3c(=O)o2)CCC4)cc1	0	0.83	17	27	-5	8	2	13	13
Cc1ccc(C)c(S(=O)(=O)N/N=C2/CCCc3ccccc32)c1	-1	0.99	1	12	5	3	2	19	2
C=CCn1c(COc2ccccc2OC)nc2ccccc21	-1	0.98	2	35	-6	22	-3	12	0
CC1CCN(c2c(NCc3ccc(C(=O)NCc4ccccc4)cc3)c(=O)c2=O)CC1	-2	1	-2	-13	-1	3	3	8	-8
CCn1c(COc2ccccc2)nnc1SCC(=O)NC1CCCCC1	-1	0.96	4	7	-1	4	1	-11	-6
Cc1cccc(NC(=S)N2CCC(c3nc4ccccc4o3)CC2)c1C	-2	1.1	-15	-4	3	31	-1	13	4
Cc1sc2nc(COC(=O)c3ccc(Cl)c(N)c3)[nH]c(=O)c2c1C	1	0.89	11	0	-8	3	-2	1	2
COC(=O)Cn1cnc2c(C#N)c3n(c2c1=O)CCCCC3	-1	0.98	2	13	-7	5	-4	3	6
CC(=O)NCCOC(=O)Nc1ccncc1	5	1	-2	-2	-3	3	-3	3	-6
O=C(OC1CCCCC1=O)c1cccc(S(=O)(=O)N2CCOCC2)c1 (stereo not drawn)	5	0.98	2	19	-2	-9	5	9	-13
CCN1CC(CN(C)Cc2cn(-c3ccc(C)cc3)nc2-c2ccc(F)cc2)CC1=O (stereo not drawn)	1	1.1	-6	11	-12	14	3	9	0
Cc1ccc(S(=O)(=O)N2CCCOC2CNC(=O)C(=O)NCc2ccncc2)cc1 (stereo not drawn)	0	1.1	-7	2	-11	17	-3	-7	-24
O=C(CC12CC3CC(CC(C3)C1)C2)NCc1ccccc1	0	0.97	3	31	-8	8	-2	21	6
COc1cc(-c2nc(Cc3ccccc3Cl)no2)cc(OC)c1OC	0	0.98	2	22	-3	36	1	14	6
Cc1ccc(/C=N/NC(=O)c2ccc(N(C)S(=O)(=O)c3ccccc3)cc2)cc1	1	0.96	4	10	-4	28	-4	11	12
S=c1[nH]ccn1-c1ccccc1Cl	0	0.94	6	19	5	-15	-6	-10	4
COC(=O)c1cc(S(=O)(=O)NCC2CCN(Cc3ccc(C)cc3)CC2)c[nH]1	-2	0.95	5	0	-7	3	-3	6	-12
Fc1ccccc1OCCCN1CCOCC1	-3	1.1	-7	11	-2	7	-2	-16	-15
Cc1sc(NC(=O)c2ccco2)c(C(=O)c2ccc(Cl)cc2)c1C	0	0.81	19	11	-1	19	-2	20	24
C=CCn1c(SCC(=O)NC(=O)NCCC)nnc1C1CCCCC1	3	1	-4	4	-5	11	-4	12	6
CCOC(=O)c1c(NC(=O)C2C3C=CC(C3)C2C(=O)O)sc2c1CC(C)(C)OC2 (stereo not drawn)	3	0.99	1	16	1	-6	0	-4	11
CN(c1ccccc1)S(=O)(=O)c1cccc(NC(=O)CN2CCCc3ccccc32)c1	-4	1.1	-14	3	0	9	0	-2	12
COCCSc1ccccc1C(=O)Nc1nnc(COC)s1	0	0.81	20	3	-7	13	-4	-7	-4
COc1cc(CNc2ccc3[nH]c(=O)[nH]c3c2)ccc1OCc1ccc(F)cc1Cl	-2	1	-4	7	3	-8	1	5	-4
COc1ccc(-n2c(CCC(=O)O)ccc2-c2ccc(F)cc2)c(OC)c1	-2	0.95	5	4	-7	4	-6	19	-8
CC(C)(C)OC(=O)[C@H](Cc1ccccc1)NC(=O)c1[nH]cnc1C(=O)Nc1ccc(Cl)cc1	-8	1.1	-11	5	27	26	0	22	-95
Cc1ccc(N(Cc2ccccc2)C(=O)c2ccc(S(=O)(=O)N3CCOCC3)cc2)cc1	-2	0.98	2	15	-12	11	6	5	-13
O=C(Nc1ccc(F)cc1)C1CC(=O)n2c(nc3ccccc32)N1 (stereo not drawn)	-1	1.4	-40	4	-4	-6	0	10	-62
Cn1c(SCC(=O)NNC(=O)Nc2ccc(Cl)cc2)nnc1-c1ccccc1	4	1	-1	15	-3	-16	0	0	-49
Cc1ncoc1C(=O)NC1CCCc2c1cnn2-c1ccc(C(C)(C)C)cc1 (stereo not drawn)	-7	0.96	4	-11	-4	21	-3	15	-15
COCCN(C(=O)c1cccc(N2C(=O)CCC2=O)c1)c1nc(-c2ccc([N+](=O)[O-])cc2)cs1	-4	0.88	12	12	0	31	1	15	-16
Cc1ccc(-c2nc(C(=O)NCCCN(C)C)cc3c2[nH]c2ccccc23)cc1	-7	1.1	-10	16	-7	32	1	13	3
CCN(C(=O)COC(=O)Cc1ccc(F)cc1)c1c(N)n(Cc2ccccc2)c(=O)[nH]c1=O	0	1.1	-6	-9	-7	-9	-2	2	18
O=C(C1CCN(S(=O)(=O)c2ccc(Cl)cc2)CC1)N1CCCCCCC1	-5	0.99	1	17	-2	21	0	8	-13
O=C(NCC1(N2CCOCC2)CCCCC1)c1cccc(S(=O)(=O)N2CCc3ccccc3C2)c1	-4	0.95	4	9	-5	5	-1	9	6
c1ccc(CCCNc2ncccn2)cc1	0	0.95	5	20	0	8	1	-23	-16
COc1cccc(C2CC(c3cccs3)=NN2C(=O)c2ccco2)c1O (stereo not drawn)	-3	0.9	10	34	-11	12	24	31	12
COc1ccc(CSc2nnc3[nH]c(=O)cc(N)n23)cc1	-4	0.91	10	11	-9	-5	0	12	-1
O=C(N(Cc1ccccc1)c1ccccn1)C12CC3CC(CC(C3)C1)C2	-2	0.9	10	-8	-2	35	1	35	16
Cc1nc(S(=O)(=O)c2ccc(Br)cc2)nc2c1CCC2	0	1.1	-12	6	-9	13	-5	-7	16
C=CC(=O)NC(NC(=O)C=C)c1ccc(Br)cc1	-2	1	-1	10	-1	12	0	-9	-5
Cc1nc(-c2ccc(S(=O)(=O)N3CCN(C4c5ccccc5-c5ccccc54)CC3)s2)cs1	-1	0.99	1	2	-6	15	-2	20	14
Cc1ccccc1-c1nnc(CN2CCC(C)CC2)o1	-5	0.99	1	15	-5	6	-2	23	-19
Cc1ccc(S(=O)(=O)c2cc3ccc(O)cc3oc2=O)cc1C	-1	1.3	-27	-22	-5	13	-1	14	-34
C/C(N)=C(/C#N)C(=O)COC(=O)CNS(=O)(=O)c1c(F)cccc1F	-2	1.2	-22	18	-3	-24	-2	-7	-48

Record cards, as listed above. Screens in order: MIN6 prolif, mIAP activ, mIAP inh, NALP3 yeast inh, A3G deaminase, tim10-1 inh, APOBEC3A inh, TIM10 inh, hIAP inh
Profile of `Cc1ccc(S(=O)(=O)c2cc3ccc(O)cc3oc2=O)cc1C` = -1, 1.3, -27, -22, -5, 13, -1, 14, -34
Profile of `c1ccc(CCCNc2ncccn2)cc1` = 0, 0.95, 5, 20, 0, 8, 1, -23, -16
Profile of `COCCN(C(=O)c1cccc(N2C(=O)CCC2=O)c1)c1nc(-c2ccc([N+](=O)[O-])cc2)cs1` = -4, 0.88, 12, 12, 0, 31, 1, 15, -16
Profile of `CCN(C(=O)COC(=O)Cc1ccc(F)cc1)c1c(N)n(Cc2ccccc2)c(=O)[nH]c1=O` = 0, 1.1, -6, -9, -7, -9, -2, 2, 18

Additional entries:
SMILES	MIN6 prolif	mIAP activ	mIAP inh	NALP3 yeast inh	A3G deaminase	tim10-1 inh	APOBEC3A inh	TIM10 inh	hIAP inh
CC1CCN(C(=O)CS(=O)(=O)Cc2ccccc2)CC1	0	0.93	7	24	-11	7	-1	-3	15
COc1ccc(NC(=O)NCC(C)CSc2ccc(C)cc2)c(OC)c1 (stereo not drawn)	-5	1.6	-57	10	-8	12	-4	1	-23
CCOc1ccc(NC(=O)CCCCn2c(=O)[nH]c3ccsc3c2=O)cc1	-3	1	-1	6	-4	-9	4	-2	4
O=C(NCCCNC(=O)c1ccccc1F)c1ccco1	3	0.93	7	14	-6	-1	-4	-24	-7
COCCn1c(/C=C/c2ccccc2)nc2ccccc21	-4	1	-3	15	-5	24	2	13	3
COc1ccccc1NC(=O)NS(=O)(=O)c1ccc(C)cc1	-3	0.95	5	0	-7	10	-6	-7	1
O=C(CC(NC(=O)c1ccccc1Cl)c1ccccc1)NCCc1ccc(Cl)cc1 (stereo not drawn)	0	1.3	-31	11	-4	16	3	-14	-11
CCN1CCN(c2ccc(S(=O)(=O)N3CCOCC3)cc2NC(=O)/C=C/c2cccc(OC)c2OC)CC1	-2	0.94	6	7	5	-13	32	3	10
Cc1ccc(S(=O)(=O)NC(=O)NN2CC3CCCC3C2)cc1 (stereo not drawn)	3	1	-4	9	-5	0	-3	-7	1
c1ccc(-c2ccc(C3=Nn4c(nnc4-c4cccs4)SC3)cc2)cc1	-3	0.94	6	2	-3	-9	-1	12	8
O=C(NC(=S)Nc1nc2c(s1)CSc1ccccc1-2)c1ccccc1	-5	0.83	17	35	9	48*	-4	44*	-15
CC1(c2nnc(Cc3ccccc3)o2)CC(c2ccncc2)=NO1 (stereo not drawn)	0	0.93	7	9	-8	-8	-3	2	-13
